# Abeta rescue: qHTS for compounds that reverse cellular toxicity of Amyloid beta (A-beta) peptide in yeast: Primary Screen; AID 1347071, 2019; hit rate 0.063% among 410,000; Potency, µM (series often up to 46.1 µM), inactives show at the top dose growth rescue, actives largely listed as activators; yeast expressing A-beta42, growth rescue, OD600, 48 h; response scale: 0% DMSO, 100% iron-clioquinol control; also: potency is read from the fitted curve at half-maximal effect; nearly all actives have a fitted effect of over 55% in size
#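 Yeast A-beta toxicity model in growth medium with pinned compounds, 48 h at 30 C; growth read as absorbance at 600 nm. Normalized to FeCl3/clioquinol equimolar mix (positive) and DMSO (negative).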
# pAkt inh: HTS Assay for Inhibitors of Akt Phophorylation: Primary Screen. hit rate 0.32% among 360,000. activity change, % for hits at 50 µM. AID 651550, 2012. Neuro2A IGF-stimulated pAkt S473 HTRF, 20 min; hits give low values; in the data active = activity change below about -80%; inconclusive = mostly about -51% to -80%; also: % is scaled to controls: 0 for no effect and ±100 for the full control effect
#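 Neuro2A cells in DMEM with 0.5% FBS, overnight at 37 deg C, given compound at single 50 µM final, then IGF (6 nM final) for 20 min at 37 deg C. Lysed; phospho-Akt Ser473 by HTRF after 24 h, 665/615 ratio.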
# A549 tox: Nrf2 qHTS screen for inhibitors: counterscreen for cytotoxicity; hit rate 0.16% among 390,000; Potency, µM (doses to about 46 µM), inactives show at the highest dose activity change, negative = cytotoxicity, hits mostly inhibitors; A549 ARE-Fluc cells, CellTiter-Fluor viability, 18-24 h; AID 504648, 2011; also: potency is read from the fitted curve at half-maximal effect; % is scaled to controls: 0 for no effect and ±100 for the full control effect
#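 A549 ARE_Fluc cells in 5% FBS OPTI-MEM were exposed to compounds in concentration-response for 18-24 h at 37 deg C. Viability was read by CellTiter-Fluor fluorescence (Ex 405/Em 525) after 30 min, before the luciferase read.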
# TGFb inhibitor: qHTS for Inhibitors of TGF-b; Potency, µM (series often up to 46.1 µM), for the others: top-dose activity, negative = inhibition, usual class: inhibitors; hit rate 1.2% among 410,000; HepG2 CAGA-GFP TGF-b/SMAD3 reporter, GFP fluorescence, 18 h; TGF-beta stimulated, 500 pg/mL final; AID 588855, 2011; also: potency is read from the fitted curve at half-maximal effect; % is scaled to controls: 0 for no effect and ±100 for the full control effect; nearly all actives have a fitted effect of over 65% in size
#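 Using HEPG2 CAGA-GFP reporter cells at 1000 cells/well, we pinned test compounds, stimulated with recombinant TGF-beta (500 pg/mL final) and measured total well GFP after 18 h.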
# HepG2 viability: qHTS for Inhibitors of TGF-b: Cytotox Counterscreen; AID 588856, 2011; hit rate 0.76% among 410,000; Potency, µM (series often up to 46.1 µM), without a hit: at the highest dose activity change, negative = cytotoxicity, actives largely listed as cytotoxic; HepG2 CAGA-GFP viability, ATP luminescence, 18 h; also: potency is read from the fitted curve at half-maximal effect; some results filed as inactive show a strong effect at the top dose
#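 HepG2 CAGA-GFP cells (1000/well, DMEM with 1% FBS) received compound, then TGF-beta at 500 pg/mL final, and were incubated 18 hours at 37 degrees C. Viability was read by CellTiter-Glo luminescence. Media-only wells were set as complete cell-killing and DMSO as no toxicity.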
# Nrf2 block: Nrf2 qHTS screen for inhibitors. A549 ARE-Fluc reporter, luciferase luminescence, 18-24 h. Potency, µM (titrated, usually from 46 µM), without a hit: top-dose activity change, negative = inhibition, hits mostly inhibitors. hit rate 2.1% among 360,000; also: potency is read from the fitted curve at half-maximal effect; % is scaled to controls: 0 for no effect and ±100 for the full control effect; nearly all actives have a fitted effect of over 60% in size
#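 Cells were seeded and rested 2 h, then exposed to compounds for 18-24 h. CellTiter-Fluor was read first as a viability measure. BugLite was added 15 min before the final luminescent read of ARE-luciferase activity in A549 cells.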
# Mm-Cpn inhibitor: Inhibitors of TCP-1 ring complex (TRiC) of Methanococcus maripaludis (MmCpn): qHTS; Potency, µM (series often up to 76.9 µM), for the others: at the top dose activity, negative = inhibition, usual class: inhibitors; AID 504842, 2011; purified Mm-Cpn ATPase, ADP Transcreener TR-FRET; Chaperonin Mm-Cpn (Methanococcus maripaludis); hit rate 0.031% among 330,000; also: potency is read from the fitted curve at half-maximal effect; % is scaled to controls: 0 for no effect and ±100 for the full control effect; nearly all actives have a fitted effect of over 80% in size
#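 ATP (10 uM final) was added to archaeal chaperonin (25 nM final) after 10 min exposure to test compound at 37°C; after 30 min further incubation, ADP was detected by competitive TR-FRET.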
# CCT chaperon mod: High-Throughput Screening for Modulators of Cytosolic Chaperonin Activity | activity change, % (test concentration not listed), hits read low | AID 651819, 2012 | hit rate 0.3% among 360,000 | purified chaperonin ATPase assay, HTRF ADP detection, 30 min; in the data active = activity change below about -30%; also: % is scaled to controls: 0 for no effect and ±100 for the full control effect
#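 Enzyme 40 or 20 nM (batch-dependent) in Tris pH 7.4/KCl/MgCl2/DTT; cpd 76 uM single point; ATP 10 uM; 30 min 37 °C; Transcreener ADP HTRF detection, 30 min RT; ratio 665/615.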
# Nrf2 activator: qHTS of Nrf2 Activators. AREc32 ARE-luciferase reporter (MCF7-derived line), luminescence, 24 h. Potency, µM (series often up to 46.1 µM), without a hit: at the highest dose activation, hits mostly activators. hit rate 0.31% among 410,000. AID 624171, 2012; also: potency is read from the fitted curve at half-maximal effect; % of control where 0% means no effect; nearly all actives have a fitted effect of over 65% in size
#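 Each well held 1000 AREc32 cells, which were incubated with compound for 24 hr at 37 deg C after overnight attachment, and ARE reporter activity was quantified by firefly luciferase luminescence.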
# Numbers without * were called inactive; i = inactive; ? = inconclusive; . = not tested or not shown; & = joins results of further samples; [ ] = dose if it differs, or a comment. Unless noted, calls follow the shape of the dose curve; as a rule, active = well fitted curve in the direction sought with a large enough effect; inconclusive = small, poorly fitted or top-dose-only effect, or another doubt; inactive = no such curve, though single readings can be large; an effect the other way counts as inactive or inconclusive. No enrichment for hits; about 4.3% have a hit in one of these screens.
SMILES,Abeta rescue,pAkt inh,A549 tox,TGFb inhibitor,HepG2 viability,Nrf2 block,Mm-Cpn inhibitor,CCT chaperon mod,Nrf2 activator
CCN1CCC(N(Cc2cccc(OC)c2)C(=O)Nc2ccc(C)cc2Cl)CC1,-15%,.,-11%,0%,-50%,-3%,.,.,8.3%
O=C(COC(=O)c1ccc(Cl)s1)c1cc2ccccc2o1,16%,i,-7%,?,-1%,3%,-5%,0.7,?
COc1ccc(/C=C(\NC(=O)c2ccco2)C(=O)N2CCCCC2)cc1,1%,i,0%,8%,-8%,-17%,1%,0.6,-0.2%
Cc1cc(=O)[nH]c2cc(Cl)ccc12,20%,i,-13%,-9%,-18%,?,?,-1.6,0.1%
CCOC(=O)N1CCN(CCC(=O)Nc2cc(C)ccc2OC)CC1,-22%,i,-10%,2%,7%,5%,1%,-11,-0.2%
COc1cc(C2CC(c3c(C)cc(C)[nH]c3=O)=NN2c2ccccc2F)cc(OC)c1OC (stereo not given),-9%,i,18%,4%,-21%,-2%,-10%,0.2,3.6%
Cc1occc1C(=O)NCCCCc1ccccc1,-2%,i,-5%,5%,-26%,23%,-1%,0.4,-0.3%
Cc1cc(O)c(C(c2cccc(Cl)c2)N2CCN(c3ccccc3)CC2)c(=O)n1Cc1ccco1 (stereo not given),4%,.,0%,2%,8%,.,.,.,-0.4%
C/C(=N/NC(=O)CNC(=O)c1ccccc1)c1ccc(C)cc1,-13%,i,4%,-16%,-34%,6%,-1%,0.1,0.2%
CC(C)C[C@H]1COc2cc(N3CCN(Cc4ccccc4F)CC3)ccc2S(=O)(=O)N1,-2%,i,.,.,.,.,.,0.6,3.3%
COC(=O)C1C(=O)C=C(Nc2ccc(F)cc2)CC1c1ccc(OC)cc1 (stereo not given),-10%,i,-1%,-2%,-27%,?,0%,-1.9,2.9%
COc1cc(OC)cc(C(=O)Nc2ccc3c(c2)OCCO3)c1,-15%&-15%,i,-6%&5%,-4%&0%,-56%&-79%,?,-3%,0.7,4.2%&0.9%
O=C1CSC(c2ccc(F)cc2)N1c1nc2ccccc2s1 (stereo not given),-18%,i,0%,19%,-2%,19%,0%,-1.3,2.4%
CCOc1ccc(C(=O)CCC(=O)NN2C(=O)NC3(CCCCC3)C2=O)cc1,-13%,i,1%,5%,-3%,-20%,-2%,-0.8,0.1%
CC(OC(=O)C12CCC(=O)N1c1ccccc1S2)C(=O)Nc1cccc(Cl)c1 (stereo not given),14%,i,-1%,-11%,-6%,7%,-3%,-1.1,-0.1%
CCCCNc1nc(=S)[nH]c2cc(OC)c(OC)cc12,-7%,i,1%,1%,-3%,-3%,-14%,-2.9,0.0%
COc1ccc(NC(=O)c2ccc(CN3CCN(c4ccccc4)CC3)cc2)cc1,13%,i,-1%,-5%,7%,-24%,1%,-1.9,0.1%
COc1cccc(CNC(=O)C(=O)NCCC2CCCCN2S(=O)(=O)c2ccccc2)c1 (stereo not given),15%,i,-1%,-8%,-16%,-8%,2%,-3.1,-0.4%
COc1cccc2cc(C(=O)N3CCN(c4ncccn4)CC3)c(=O)oc12,0%,i,5%,26%,46%,1%,2%,0.8,0.1%
CCc1ccc(NC(=S)NCC2CCCN2CC)cc1 (stereo not given),-9%,i,-4%,5%,1%,?,-1%,-0.4,-0.6%
CC(C)(C)N1CC(c2nc3ccccc3n2CCOc2ccccc2)CC1=O (stereo not given),19%,.,-3%,7%,5%,0%,3%,0.1,0.7%
COc1cc(CNC[C@H]2O[C@@H](n3cc(C)c(=O)[nH]c3=O)C[C@@H]2O)ccc1OCc1cccc(Cl)c1,-7%,i,.,-20%,-18%,.,.,-1.3,3.4%
Oc1ccc(/C=N/Nc2nccnc2Cl)c(O)c1,1%,i,-13%,2%,-19%,?,0%,1.3,3.6%
CCn1cc(C(=O)NCC(C)C)c(=O)c2cc(F)c(N3CCN(C)CC3)cc21,7%,i,-4%,34%[activator],39%,-4%,-4%,-1.5,0.3%
CCOc1ccc(-c2cc(C(=O)NN)[nH]n2)cc1,-11%,i,-8%,3%,-21%,?,0%,-0.6,2.1%
# Carrying on.
SMILES,Abeta rescue,pAkt inh,A549 tox,TGFb inhibitor,HepG2 viability,Nrf2 block,Mm-Cpn inhibitor,CCT chaperon mod,Nrf2 activator
Cc1ccc(S(=O)(=O)CCC(=O)OC(C)C(=O)N2CCc3ccccc32)cc1 (stereo not given),9%,i,1%,?,0%,-10%,4%,-1.8,0.7%
CCOC(=O)C1(CC)NC(c2cccc(F)c2)C2C(=O)N(CC)C(=O)C21 (stereo not given),-7%,i,1%,-2%,-13%,4%,-2%,-1.0,-0.3%
COc1cc(C)c(CN2CCCCC2CO)cc1C (stereo not given),16%,i,-1%,-19%,-3%,-23%,1%,0.4,0.3%
O=C(CN1CCN(C(=O)c2cccc(S(=O)(=O)N3CCCC3)c2)CC1)Nc1ccccc1Cl,7%,i,-6%,-21%,-56%,?,-1%,1.5,0.3%
COC(=O)C(C(=O)OC)c1ccc(NC(=O)c2cccc(Cl)c2)cc1,-4%,i,1%,7%,1%,?,0%,-2.4,3.7%
O=C(Nc1ccc(NC(=O)c2cccs2)cc1)c1cccc(Br)c1,-8%,.,1%,2%,0%,-12%,.,.,0.7%
C#CCOCCOCCOCCNc1nc(N2CCN(C(=O)CCCCCCCCCCNC(=O)Cn3cc(C[C@@H](C)O)nn3)CC2)nc(N2CCN(C(=O)CCCCCCCCCCNC(=O)[C@@H]([C@H](C)O)n3cc(C)nn3)CC2)n1,-11%,i,?,?,-1%,?,2%,-0.3,13%
COc1ccc(Cl)cc1C(=O)Nc1ccc2c(c1)OCCO2,9%,i,-3%,0%,3%,?,2%,0.9,25%
COc1ccccc1OCCSc1ncnc2nc[nH]c12,6%,i,-6%,-2%,2%,-21%,-1%,-3.1,2.6%
O=C1CC(c2ccccc2)CC(O)=C1C=Nc1ccc(O)cc1 (stereo not given),8%,i,-16%,-14%,-11%,11%,-1%,-0.6,0.2%[9.22 µM]
C(=C\c1ccc2nncn2c1)/c1ccccc1,-17%,i,.,9%,8%,.,.,2.9,3.2%
CC(C)C[C@H]1CN(CCCC[C@H]2CNC(=O)C(=O)N2CCc2ccccc2)C(=O)C(=O)N1CCC1CCCCC1,-7%,i,.,.,.,.,.,0.8,0.1%
COc1ccc(CC(=O)NNc2ncnc3c2cnn3C)cc1OC,18%,i,9%,3%,-7%,-10%,-12%,0.8,0.3%
O=S(=O)(Nc1ccc(-c2cn3c(n2)SCC3)cc1)c1cc(F)ccc1F,1%,i,.,1%,-3%,.,.,-1.1,-1.1%
COc1ccc(S(=O)(=O)NCCSCc2ccc(Cl)cc2)cc1NC(C)=O,12%,i,-8%,0%,-23%,?,3%,-0.1,0.0%
O=C(NC1CCCCC1)N(Cc1cc2cc3c(cc2[nH]c1=O)OCCO3)CC1CCCO1 (stereo not given),8%,i,?,11%,-9%,?,3%,-1.2,3.6%
O=C(Nc1ccccc1-c1ccccc1)c1cccc([N+](=O)[O-])c1,13%,i,-13%,0%,-3%,11%,-1%,2.8,3.1%
COc1ccc(C2NS(=O)(=O)OCC2C)cc1 (stereo not given),-6%,i,5%,16%,23%,1%,-4%,0.8,0.4%
C=CCn1c(Oc2cccc(C)c2)nc2c1c(=O)n(C)c(=O)n2C,7%,i,0%,-20%,-4%,-23%,1%,1.3,-0.5%
C#CCn1c(CCNC(=O)c2ccco2)nc2ccccc21,6%,i,15%,-4%,5%,-7%,-3%,-0.5,-0.2%
Cc1ccc(Nc2nc3nonc3nc2N(C)C)cc1,14%,i,-8%,1%,-8%,-9%,2%,-2.5,-0.4%
CCOc1ccc(NC(=O)c2oc3ccccc3c2NC(=O)C2CCCCC2)cc1,-1%,.,6%,?,-4%,4%,.,.,-0.1%
O=C(O)c1ccccc1-c1ccccc1C(=O)Nc1ccc(OC(F)(F)F)cc1,7%,i,5%,-12%,-37%,-23%,-1%,-0.5,1.8%
COc1ccc(N2CCN(C(=O)CCNS(=O)(=O)c3cc(Br)cnc3N)CC2)cc1,.,i,-8%,8%,0%,2%,2%,-0.2,0.2%
CCCNS(=O)(=O)c1cc(-c2nnc3c4ccccc4c(C)nn23)ccc1OC,5%,.,-2%,-7%,-2%,-11%,.,.,?
Cc1c(C(=O)NCc2cccnc2)oc2ccc(S(=O)(=O)N3CC(C)CC(C)C3)cc12 (stereo not given),-4%,i,0%,0%,-27%,-5%,0%,-1.0,0.3%

# Three of the compounds above, with bars between the fields.
compound | Abeta rescue | pAkt inh | A549 tox | TGFb inhibitor | HepG2 viability | Nrf2 block | Mm-Cpn inhibitor | CCT chaperon mod | Nrf2 activator
COc1ccc(N2CCN(C(=O)CCNS(=O)(=O)c3cc(Br)cnc3N)CC2)cc1 | . | i | -8% | 8% | 0% | 2% | 2% | -0.2 | 0.2%
CCCNS(=O)(=O)c1cc(-c2nnc3c4ccccc4c(C)nn23)ccc1OC | 5% | . | -2% | -7% | -2% | -11% | . | . | ?
Cc1c(C(=O)NCc2cccnc2)oc2ccc(S(=O)(=O)N3CC(C)CC(C)C3)cc12 (stereo not given) | -4% | i | 0% | 0% | -27% | -5% | 0% | -1.0 | 0.3%

# Compound activity as filed in PubChem.
